# Bcl-xL primary – inhibitors of human Bcl-xL, primary screen, biochemical, fluorescence polarization, HTS; Bcl-2-like protein 1 (Homo sapiens), Q07817; GST-Bcl-xL / FITC-Bim BH3 peptide fluorescence polarization; inhibition, % at 10.9 µM; actives 0.7% (n = 320,000); AID 2129, 2009;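 active = inhibition above the mean of all tested compounds plus 3 SD, cutoff set per campaign, cut at about 30% in these data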;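 note: 0% = DMSO wells and 100% = unlabeled Bim-BH3 peptide competitor; inhibitors lower millipolarization by displacing the labeled peptide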
# Target sequence (Q07817 whole entry, looked up): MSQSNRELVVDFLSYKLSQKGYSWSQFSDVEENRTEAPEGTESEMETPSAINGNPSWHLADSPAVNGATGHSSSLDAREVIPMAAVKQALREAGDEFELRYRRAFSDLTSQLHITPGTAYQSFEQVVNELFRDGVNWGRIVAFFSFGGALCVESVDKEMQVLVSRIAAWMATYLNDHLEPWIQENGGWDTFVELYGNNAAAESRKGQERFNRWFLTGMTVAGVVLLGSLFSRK
# GLD-1 RNA inh – GLD-1/TGE RNA complex disruptors, primary screen, biochemical, fluorescence polarization; actives 0.44% (n = 320,000); purified GLD-1 + fluorescein TGE RNA; AID 2280, 2010; Female germline-specific tumor suppressor gld-1 (Caenorhabditis elegans), Q17339; inhibition, % at 5.96 µM;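 active = percent inhibition above a per-plate cutoff, the plate mean of test compounds plus 3 SD, cut at about 30% in these data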;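 note: 0% = DMSO wells with GLD-1 and probe and 100% = wells lacking GLD-1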
# PAFAH1B2 FP inh – PAFAH1B2 enzyme inhibitors, primary screen, biochemical, fluorescence polarization, human. recombinant PAFAH1B2, FP-rhodamine activity probe. inhibition, % at 3.39 µM. actives 1.2% (n = 340,000);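 active = inhibition above the mean of all tested compounds plus 3 SD, cut at about 24% in these data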;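 note: 0% = enzyme with DMSO and 100% = wells lacking PAFAH1B2; many of its hits are not listed in these tables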
# pPAFAH FP inh – pPAFAH enzyme inhibitors, primary screen, biochemical, fluorescence polarization, human; Platelet-activating factor acetylhydrolase (Homo sapiens), Q13093; recombinant pPAFAH, FP-rhodamine probe fluorescence polarization; inhibition, % at 3.39 µM; actives 1.5% (n = 330,000); AID 463082, 2010;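 active = inhibition above the mean inhibition across the screen plus 3 SD, cut at about 25% in these data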;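 note: inhibitors block binding of the rhodamine activity-based probe so polarization drops; 0% = enzyme with DMSO and 100% = wells lacking pPAFAH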
# MEX-5 binding – MEX-5 zinc finger RNA-binding disruptors – biochemical, C. elegans, fluorescence polarization, MLPCN library, primary screen; Zinc finger protein mex-5 (Caenorhabditis elegans), Q9XUB2; MEX-5/FITC-TCR2 RNA binding; active compounds read low; activity score (negative = inhibition of binding), % at 10 µM; actives 0.38% (n = 300,000); AID 1832, 2009;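 active = inhibition past about -25% in most replicates, and total fluorescence under double the plate's negative control median, limit read from the data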;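 note: 0% = DMSO and -100% = 5 µM competing unlabeled TCR2 RNA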
# PME-1 primary – PME-1 inhibitors via competitive probe labeling, primary screen, biochemical, fluorescence polarization, FP-Rh probe, HTS. recombinant PME-1. inhibition, % at 5.9 µM. actives 0.53% (n = 320,000);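 active = inhibition above the campaign mean of all compounds plus 3 SD, cut at about 26% in these data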;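 note: competitive labeling of PME-1 active site by serine hydrolase directed probe; 0% = PME-1 with DMSO and 100% = wells lacking PME-1 enzyme; inhibitors block probe labeling so polarization falls and inhibition rises; many of its hits are not listed in these tables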
# AHR activator – AHR activators, primary screen, cell-based, luminescence, luciferase reporter, human; Aryl hydrocarbon receptor (Homo sapiens), P35869; AHR-responsive luciferase reporter cells; activation, % at 5 µM; actives 2.5% (n = 320,000); AID 2796, 2010; in the data active = activation above about 47%;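 note: 0% = vehicle wells and 100% = reference agonist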
# Target sequence (P35869 whole entry, looked up): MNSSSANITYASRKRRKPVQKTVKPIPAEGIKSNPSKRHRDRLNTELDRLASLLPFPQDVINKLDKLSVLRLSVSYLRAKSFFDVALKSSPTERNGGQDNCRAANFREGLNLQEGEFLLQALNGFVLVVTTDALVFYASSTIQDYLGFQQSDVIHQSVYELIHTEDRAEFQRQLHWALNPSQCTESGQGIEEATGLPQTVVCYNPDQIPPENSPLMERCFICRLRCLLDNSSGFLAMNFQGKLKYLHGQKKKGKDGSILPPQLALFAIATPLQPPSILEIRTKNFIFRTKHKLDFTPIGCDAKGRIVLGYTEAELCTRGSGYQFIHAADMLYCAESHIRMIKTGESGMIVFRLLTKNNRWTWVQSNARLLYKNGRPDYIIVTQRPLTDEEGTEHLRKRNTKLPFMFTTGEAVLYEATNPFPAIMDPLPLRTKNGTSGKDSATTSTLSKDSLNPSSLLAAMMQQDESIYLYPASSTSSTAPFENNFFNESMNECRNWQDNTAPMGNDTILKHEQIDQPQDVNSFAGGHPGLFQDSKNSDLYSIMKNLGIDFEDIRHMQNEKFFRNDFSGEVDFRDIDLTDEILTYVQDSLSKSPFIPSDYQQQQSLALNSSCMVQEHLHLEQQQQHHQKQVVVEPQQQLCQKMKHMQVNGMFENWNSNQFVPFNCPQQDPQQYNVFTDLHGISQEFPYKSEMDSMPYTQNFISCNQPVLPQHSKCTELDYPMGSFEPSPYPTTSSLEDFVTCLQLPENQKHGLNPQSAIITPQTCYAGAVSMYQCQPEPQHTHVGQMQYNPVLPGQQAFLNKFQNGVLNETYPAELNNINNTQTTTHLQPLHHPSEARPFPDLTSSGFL
# Fam108B inh – mouse Fam108B serine hydrolase inhibitors, primary screen, counter-screen for RBBP9 inhibitor project, biochemical, fluorescence polarization; recombinant Fam108B, FP-Rh probe fluorescence polarization; inhibition, % at 9.51 µM; actives 0.33% (n = 300,000); AID 1947, 2009;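 active = inhibition above the screen mean inhibition plus 3 SD, computed separately per campaign, cut at about 18% in these data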;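 note: inhibitors lower polarization as less probe binds the enzyme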
# MCL1-BIM inh – inhibitors of MCL1 binding to BIM-BH3, primary screen, biochemical, fluorescence polarization; Induced myeloid leukemia cell differentiation protein Mcl-1 (Homo sapiens), Q07820; GST-MCL1 / FITC-Bim-BH3 fluorescence polarization; inhibition, % at 10.9 µM; actives 0.68% (n = 320,000); AID 2057, 2009;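 active = inhibition above the mean inhibition of all tested compounds plus 3 SD, set per campaign, cut at about 40% in these data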;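 note: 0% = DMSO wells and 100% = unlabeled Bim-BH3 peptide control; higher means more loss of mP so more displacement of Bim peptide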
# Numbers without * were called inactive; / = no result given.
SMILES,Bcl-xL primary,GLD-1 RNA inh,PAFAH1B2 FP inh,pPAFAH FP inh,MEX-5 binding,PME-1 primary,AHR activator,Fam108B inh,MCL1-BIM inh
Fc1cccc(Cl)c1COc1ccc(-c2nnco2)cc1,5.3,-3.7,2.3,10.8,-1.0,6.2,-2.6,2.4,5.9
COc1cc(N)ccc1Cc1ccc(N)cc1OC,-6.2,-6.2,4.3,-7.0,-2.4,-2.9,10.4,-3.0,-16.1
CCC(CC)c1nnc(NC(=O)C2COc3ccccc3O2)s1 (stereo not given),5.5,3.8,5.6,1.2,2.9,3.3,4.0,0.0,6.8
Cn1c2ccccc2c(=O)c2c(=O)n(Cc3ccco3)c(-c3ccc(C(C)(C)C)cc3)nc21,2.1,-0.1,/,-0.2,2.4,-0.2,0.7,-5.7,1.8
CSc1nn2c(C(F)(F)F)cc(C(F)(F)F)nc2c1C(N)=O,4.1,-2.3,-1.3,3.0,-3.9,-3.9,-1.6,5.1,1.4
O=C(Nc1ccc(S(=O)(=O)N2CCOCC2)cc1)c1ccc(F)cc1,6.8,5.2,-0.2,-2.9,0.4,1.4,1.4,7.0,6.7
CCOC(=O)C1C(C(=O)Nc2cccc(C(F)(F)F)c2)C1C(=O)NC(C)C (stereo not given),5.0,-3.8,5.8,1.9,2.8,-2.2,5.9,0.6,-3.1
Cc1cccc(-n2nc3c(c2NC(=O)c2ccc(Br)o2)CSC3)c1C,1.4,4.2,-0.1,4.9,/,6.5,0.9,-0.6,2.6
Cc1noc(C)c1S(=O)(=O)Nc1cc(C(F)(F)F)ccc1N1CCOCC1,4.2,2.5,4.7,2.5,0.0,-2.7,-0.8,-3.1,4.0
Cc1cccc(C)c1N=C1C(=O)Nc2ccccc21,5.3,-9.6,4.4,0.8,-0.7,-5.1,3.1,1.5,13.3
COc1ccc(OC)c(N/C(C)=C/C(=O)c2ccncc2)c1,10.9,10.5,3.3,9.4,-1.5,-6.1,10.9,1.5,7.3
Cc1nn(Cc2c(F)c(F)c(F)c(F)c2F)c(C)c1NC(=O)c1ccnn1C,-0.3,1.7,-3.7,2.5,0.6,3.4,1.6,1.8,7.5
COc1ccc(NC(=O)CN(C)C(=O)c2ccccc2SCC(=O)N2CCCC2)cc1,-6.8,-1.3,-0.8,-1.6,1.9,-4.3,-1.5,-0.3,-5.2
Cc1n[nH]c(=O)n1-c1ccc(C(C)(C)C)cc1,4.8,1.1,4.3,2.9,2.0,-3.2,0.2,-3.4,6.7
FC(F)(F)c1cnc2c(c1)[nH]c(=S)n2-c1ccc(Cl)cc1,-5.4,3.0,0.6,5.1,-2.4,2.2,-3.5,5.7,-19.8
CCN(C(=O)CSc1nnc(Cn2nnc3ccccc32)o1)c1nc(-c2ccccc2)cs1,2.9,8.1,-1.2,0.4,3.3,6.1,11.0,-2.6,12.5
O=C(COC(=O)c1ccco1)Nc1cccc(S(=O)(=O)N2CCCCC2)c1,/,3.8,5.1,-1.7,/,/,4.3,/,/
Cc1cc(Cl)ccc1NC(=O)COC(=O)c1cc([N+](=O)[O-])ccc1N1CCOCC1,-10.9,1.8,-0.6,2.8,-2.7,-3.0,5.2,-0.7,-9.8
Cc1ccc(C(=O)NNC2=NCCC2)cc1,-0.7,3.0,0.9,4.1,-0.7,3.7,2.3,-2.8,-2.9
O=C(O)c1ccc(CSc2nnc(-c3ccccc3Cl)n2-c2ccccc2)cc1,0.8,5.0,6.9,-1.3,-0.9,6.5,3.7,6.1,3.1

# Record cards (already shown). Values in the order: Bcl-xL primary	GLD-1 RNA inh	PAFAH1B2 FP inh	pPAFAH FP inh	MEX-5 binding	PME-1 primary	AHR activator	Fam108B inh	MCL1-BIM inh
# Shown for COc1ccc(NC(=O)CN(C)C(=O)c2ccccc2SCC(=O)N2CCCC2)cc1 → -6.8	-1.3	-0.8	-1.6	1.9	-4.3	-1.5	-0.3	-5.2
# Shown for O=C(O)c1ccc(CSc2nnc(-c3ccccc3Cl)n2-c2ccccc2)cc1 → 0.8	5.0	6.9	-1.3	-0.9	6.5	3.7	6.1	3.1

# Next results follow:
SMILES,Bcl-xL primary,GLD-1 RNA inh,PAFAH1B2 FP inh,pPAFAH FP inh,MEX-5 binding,PME-1 primary,AHR activator,Fam108B inh,MCL1-BIM inh
Cc1ccc(S(=O)(=O)N2CCC(C(=O)N3CC(C)OC(C)C3)CC2)cc1 (stereo not given),4.1,1.5,9.6,-5.7,-0.2,9.4,-5.3,1.6,5.6
CC(C)C[C@H]1CNC(=O)C(=O)N1C[C@H](C)NC(=O)Cc1ccccc1,4.7,0.6,-4.6,-2.7,-1.2,4.4,-2.2,-4.0,1.3
O=C(CCCNS(=O)(=O)c1cccc2nsnc12)N1CCCCC1,-3.4,-1.9,3.9,7.7,-1.0,-1.5,-0.6,5.4,-7.1
Cc1cc(C)cc(OCc2nnc(SCC(=O)NC3CC3)n2C)c1,-1.3,6.6,1.7,-6.5,1.8,0.2,0.2,5.5,4.9
COc1ccc(-c2nc(C#N)c(N3CCC(C(N)=O)CC3)o2)cc1,-0.3,-0.1,1.5,2.0,0.0,0.5,44.1,-1.8,-0.5
CN(C(=S)Nc1ccccc1F)C1(c2ccccc2Cl)CCCCC1=O (stereo not given),3.3,6.3,-1.4,6.1,0.3,0.1,-1.1,-3.6,-0.4
Cc1ccc(N2C(=O)NC(NS(=O)(=O)c3ccccc3)(C(F)(F)F)C2=O)cc1C (stereo not given),0.8,4.6,7.4,4.5,1.5,1.2,-1.1,-0.6,-5.3
O=C(COC(=O)c1cccs1)NCCCc1ccccc1,3.8,-11.3,3.6,4.6,-2.9,1.6,0.9,-7.0,4.9
COc1ccc(-c2ncc3ccccn23)cc1,11.3,1.6,0.4,10.8,1.0,-2.2,21.6,0.8,-5.4
COC(=O)c1c(C)[nH]c(C(=O)N2CCN(c3ccc(OC)cc3)CC2)c1C,-4.3,-0.9,/,-3.6,-0.3,1.1,1.2,5.4,-10.8
O=C(NCc1ccccc1Cl)C1CCCN1C(=O)Nc1ccccc1 (stereo not given),-3.2,-1.6,7.9,-1.5,2.4,-6.5,-2.9,3.1,-3.9
OCCN(Cc1ccccc1)C(=S)Nc1ccc(F)cc1,-3.2,6.3,0.5,-2.4,0.1,-1.5,6.8,0.5,3.2
Cc1c([N+](=O)[O-])c(C(=O)NC2CCCCC2)nn1C,4.4,7.9,1.6,0.7,-0.9,6.3,-1.8,-3.0,2.1
O=C(c1ccc(Br)cc1)N1CCC(C(=O)N2CCN(c3ccccc3)CC2)CC1,0.3,-6.8,-1.1,-1.5,1.9,5.1,-1.2,1.4,1.9
Cc1noc(NS(=O)(=O)c2ccc(N/C=C\C(=O)c3ccccc3)cc2)c1C,10.5,1.0,6.9,-0.2,3.2,3.5,-1.2,-1.9,1.5
Cc1cccc(NC(=S)Nc2ccc(Oc3ccccc3)cc2)n1,5.5,-3.1,1.0,2.0,1.6,6.2,-2.6,-2.5,9.0
Cc1cc(OC(C)C(=O)NCCCn2ccnc2)c2c(C)c(C)c(=O)oc2c1 (stereo not given),-1.1,-5.5,4.3,1.9,0.5,9.3,7.6,7.4,5.2
CCOC(=O)c1cc(-c2ccccc2)sc1NC(=O)CN1C(=O)c2ccccc2C1=O,0.8,-2.0,-0.3,3.3,1.2,-4.4,-0.6,-4.0,5.3
COC(=O)c1c(C(=O)OC)c2ccccn2c1C(=O)c1ccc([N+](=O)[O-])cc1,3.9,-2.8,4.5,11.4,0.4,-3.5,0.4,1.0,3.6
CCOC(=O)N1CCN(C(=O)CSc2nnc(Cn3c(=O)sc4ccccc43)n2C)CC1,-0.1,0.6,2.4,-6.7,/,-8.5,0.4,-5.0,1.5
CC(C(=O)NC1CCCCCC1)n1cc([N+](=O)[O-])cn1 (stereo not given),1.9,3.1,3.9,3.5,0.5,1.4,2.9,-0.2,3.1
CCc1cc2c(=O)c(-c3cnn(-c4ccccc4)c3)c(C)oc2c(CN2CCCCC2)c1O,-1.1,-3.1,-2.3,2.9,-0.9,-5.3,3.5,1.2,-0.4
O=C(O)c1ccc(NC(=O)c2ccccc2Br)c(NC(=O)c2ccccc2Br)c1,4.2,2.2,0.1,3.6,-0.7,-1.8,0.1,4.6,2.1
CCN(CC)C(=O)c1c(Cl)nc(C)c([N+](=O)[O-])c1C,-1.6,-3.9,2.1,-3.6,-1.4,-2.8,5.1,2.6,2.5
O=C(CSc1nc2ccccc2n1CCc1ccccc1)NC1CC1,6.4,-2.1,2.0,5.6,-2.2,-2.0,17.9,-5.2,4.8
Cc1nonc1NC(=O)CSc1nnc(-c2ccoc2C)n1-c1cccc(Cl)c1,3.0,0.9,8.7,6.5,0.0,-1.9,-3.7,1.7,3.8
CCN(CC)c1ccc(S(=O)(=O)N2CCOCC2)cc1NC(=O)CSC(=S)N1CCCC1,8.7,-3.4,-5.5,-0.6,2.7,24.6,0.2,7.0,5.8
Cc1cc(C)n(-c2nc3ccccc3n3nnnc23)n1,1.3,3.3,2.0,4.1,3.3,1.6,12.4,2.1,0.5
COc1cc(/C=C/C(=O)O)cc2c1OCCO2,2.0,3.8,0.4,5.7,-5.2,-3.7,1.6,3.7,-3.4
O=C(NCc1cccc(C(F)(F)F)c1)C1CC(c2ccc(C(F)(F)F)cc2)=NO1 (stereo not given),-1.6,6.4,8.2,13.7,-3.2,-1.2,2.3,7.3,-1.3
O=S(=O)(Cc1nnnn1-c1ccccc1)c1ccc(F)cc1,4.6,2.3,3.6,0.7,-2.9,-3.8,1.2,-0.2,1.0
Cc1ccc(/C=N/NC(=O)c2csc(C)c2)o1,-0.3,3.2,3.4,-6.7,-1.8,-10.5,19.9,-2.4,4.6
CCN1CCCC1CN=Cc1c(O)n(-c2ccccc2)c(=O)c2ccccc12 (stereo not given),1.2,4.7,2.0,-2.3,1.4,-0.4,0.4,0.9,0.6
CC(C)C(=O)Nc1c(-c2cccs2)c(=O)c2ccccc2n1C,5.6,6.2,2.8,1.1,-3.0,2.8,3.5,-2.7,5.3
COc1cccc(S(=O)(=O)Nc2noc3ccccc23)c1,2.3,4.7,-9.4,-3.8,1.0,-3.4,4.4,3.1,2.5
COc1ccc(OC)c(NC(=O)CCN2CCN(C/C=C/c3ccccc3)CC2)c1,5.3,-0.2,-8.3,2.0,3.3,1.8,0.4,-0.1,9.9
O=CN1CCN(C(=O)Cc2ccc([N+](=O)[O-])cc2)CC1,1.8,-0.1,1.6,-2.3,-2.0,3.6,2.0,2.0,1.0
CCOC(=O)C1CCN(C(=O)/C=C/c2ccccc2OC)CC1,5.9,-9.1,0.0,4.6,-0.6,-1.2,1.2,-2.2,-0.7
Cc1noc(C)c1CS(=O)(=O)c1ccc([N+](=O)[O-])cc1,-2.9,-0.7,4.4,-5.6,2.5,4.6,-0.1,-0.9,-4.4
NC(=O)c1c(NC(=O)COC(=O)c2ccc(S(=O)(=O)Nc3ccccc3)cc2)sc2c1CCCC2,-0.1,5.7,3.2,6.1,-1.4,-5.7,5.0,-6.3,-10.8

# Bioassay records as filed in PubChem BioAssay.

# An excerpt, so the mix of outcomes need not match the whole.
